# Screens as filed in PubChem.
# HEK293 tox = cytotoxicity in counter-screen for GLP-1R inverse agonists; HEK293 cAMP-luciferase reporter cells, luminescence, 24 h; Potency, µM (highest dose often 38.3 µM), for the others: at the highest dose activity change, negative = inhibition, usual class: inhibitors; 0.13% of 410,000 active;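 also: loss of luciferase light is scored as toxicity; potency is read from the fitted curve at half-maximal effect; % is scaled to controls: 0 for no effect and ±100 for the full control effect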
#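 Cells in DMEM/10% Nu serum/1% pen-strep, 1536-well format. Pre-incubated 12 h, dosed with 23 nL compound, incubated a further 24 h. Luciferase detection, 12 min at room temp, luminescence.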
# KB-V1 cytotox = KB-V1 MDR subline cytotoxicity; KB-V1 MDR cells viability, CellTiter-Glo, 72 h; Potency, µM (doses to about 46.1 µM), for the others: at the highest dose activity change, negative = cytotoxicity, actives largely listed as cytotoxic; 3.4% of 400,000 active; AID 1347076; also: potency is read from the fitted curve at half-maximal effect; % is scaled to controls: 0 for no effect and ±100 for the full control effect; nearly all actives have a fitted effect of over 60% in size
#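 Cells of the MDR subline KB-V1 are plated, dosed with compound at multiple concentrations, and incubated 72 h at 37 degrees C; CellTiter-Glo is then added and luminescence read after 10 min.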
# DRD3 antagonist = antagonists of human D3 dopamine receptor; D3R cells, DiscoveRx beta-arrestin luminescence, antagonist mode; hits give low values; 2.5% of 360,000 active; P35462; max response, negative = inhibition, %; in the data active = max response below about -50%; inconclusive = no clear call, values can overlap the other calls; also: % is scaled to controls: 0 for no effect and ±100 for the full control effect; mostly tested at two doses, the higher about 12 µM
# Target sequence (P35462 whole entry, looked up): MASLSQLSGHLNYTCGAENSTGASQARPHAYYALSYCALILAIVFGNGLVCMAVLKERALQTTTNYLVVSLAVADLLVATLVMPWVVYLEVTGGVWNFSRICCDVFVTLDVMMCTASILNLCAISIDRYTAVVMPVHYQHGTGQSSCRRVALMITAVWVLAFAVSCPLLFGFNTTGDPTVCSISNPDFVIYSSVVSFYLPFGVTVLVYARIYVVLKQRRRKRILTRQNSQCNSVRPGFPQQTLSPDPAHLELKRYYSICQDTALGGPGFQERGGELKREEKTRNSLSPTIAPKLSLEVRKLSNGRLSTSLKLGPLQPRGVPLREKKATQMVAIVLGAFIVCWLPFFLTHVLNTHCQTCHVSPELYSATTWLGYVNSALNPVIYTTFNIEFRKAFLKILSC
#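 Cells plated overnight at 1500 cells/well, then exposed to library compounds with dopamine controls for 90 minutes at 37 degrees C. DiscoveRx reagent added for 30–60 minutes at room temperature; luminescence read, quantitative HTS format.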
# GLP-1R inv ag = inverse agonists of human GLP-1 receptor; P43220; HEK293 GLP-1R CRE-luciferase, luminescence, 24 h; GLP-1R form is constitutively active; Potency, µM (series often up to 38.3 µM), inactives show top-dose activity change, negative = inhibition, usual class: inhibitors; 1.6% of 410,000 active; AID 624417; also: potency is read from the fitted curve at half-maximal effect; % is scaled to controls: 0 for no effect and ±100 for the full control effect; nearly all actives have a fitted effect of over 55% in size
# Target sequence (P43220 whole entry, looked up): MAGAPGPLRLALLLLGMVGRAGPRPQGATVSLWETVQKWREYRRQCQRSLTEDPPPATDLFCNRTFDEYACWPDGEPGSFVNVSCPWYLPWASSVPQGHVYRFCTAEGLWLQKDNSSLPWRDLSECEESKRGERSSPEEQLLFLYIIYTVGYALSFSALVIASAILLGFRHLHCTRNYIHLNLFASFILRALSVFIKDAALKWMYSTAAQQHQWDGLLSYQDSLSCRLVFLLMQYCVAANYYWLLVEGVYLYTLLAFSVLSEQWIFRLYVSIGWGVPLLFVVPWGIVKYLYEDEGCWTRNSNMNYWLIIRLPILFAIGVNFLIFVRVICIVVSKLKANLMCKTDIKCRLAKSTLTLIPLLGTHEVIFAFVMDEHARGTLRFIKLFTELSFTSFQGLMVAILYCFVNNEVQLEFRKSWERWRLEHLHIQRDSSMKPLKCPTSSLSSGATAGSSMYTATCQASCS
#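 HEK293 cells stably co-expressing constitutively active GLP-1R and a cAMP-responsive luciferase reporter were seeded in DMEM with 10% Nu serum, given compounds after 12 h, and incubated 24 h at 37 deg C. Luminescence was then read.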
# aSyn rescue = inhibitors of alpha-synuclein toxicity in yeast; Yeast expressing alpha-synuclein, growth rescue, BacTiter-Glo, 24 h; Potency, µM (top dose mostly 46.1 µM), for the others: at the highest dose growth rescue (activation), most hits filed as activators; 0.14% of 370,000 active; AID 652106; also: potency is read from the fitted curve at half-maximal effect; % of control where 0% means no effect; nearly all actives have a fitted effect of over 65% in size
#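 Galactose-induced alpha-syn yeast (OD600=0.02, raffinose-pregrown) + pinned cpd, 24 hr, 30 deg C; growth by BacTiter-Glo luminescence. Growth restoration scores as activation.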
# TDP-43 yeast inh = rescues yeast growth from TDP-43 toxicity; AID 652104; TDP-43 expressing yeast growth rescue, BacTiter-Glo, 24 h; Potency, µM (top dose mostly 46.1 µM), inactives show at the highest dose growth rescue (activation), hits mostly activators; 1.8% of 410,000 active; also: potency is read from the fitted curve at half-maximal effect; % of control where 0% means no effect; nearly all actives have a fitted effect of over 50% in size
#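 Galactose-induced TDP-43 yeast, OD600=0.02, compound pinned; 24 hr, 30 deg C; BacTiter-Glo luminescence for growth. Inhibitors of TDP-43 toxicity read as activators.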
# GLP1R ag = GLP-1 receptor (human) agonism | AID 624172 | HEK293 GLP-1R CRE-luciferase, luminescence, 4-6 h; cells express a hypersensitive GLP-1R form | 0.007% of 380,000 active | Potency, µM (top dose mostly 45.6 µM), inactives show at the top dose activation, usual class: activators; also: potency is read from the fitted curve at half-maximal effect; % of control where 0% means no effect
# PTHR1 agonist = activates the human parathyroid hormone receptor PTHR1; Q03431; HEK293 GP2 PTHR1 cells, GloSensor cAMP luminescence, 1 h; Potency, µM (doses to about 115 µM), without a hit: top-dose activation, actives largely listed as activators; 0.075% of 410,000 active; AID 743266; also: potency is read from the fitted curve at half-maximal effect; nearly all actives have a fitted effect of over 55% in size; some results filed as inactive show a strong effect at the top dose; inactives centre near -15; many of its hits are not listed in these tables
#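 HEK-293-derived GP2 cells expressing PTHR1 and a GloSensor cAMP reporter, 3,000/well, plated overnight, given luciferin plus IBMX (each 0.5 mM as added) for 1 h at 37 °C, then compound for 1 h at 37 °C. Luminescence was read after 15 min at room temperature.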
# DRD3 agonist = activates the human D3 dopamine receptor | P35462 | D3R DiscoveRx beta-arrestin cells, luminescence, 90 min | AID 652048 | max activation, % | 0.58% of 410,000 active; in the data active = max activation above about 30%; also: 0% is about no effect; mostly tested at two doses, the higher about 12 µM
#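 Cells at 1500/well, incubated overnight, then treated with pinned compounds (dopamine as control) for 90 min at 37 degrees C. DiscoveRx reagent added for 30 - 60 minutes at room temperature; luminescence read.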
# Numbers without * were called inactive; i = inactive; ? = inconclusive; nt = not tested or not shown; & = joins results of further samples; [ ] = dose if it differs, or a comment. Unless noted, calls follow the shape of the dose curve; as a rule, active = well fitted curve in the direction sought with a large enough effect; inconclusive = small, poorly fitted or top-dose-only effect, or another doubt; inactive = no such curve, though single readings can be large; an effect the other way counts as inactive or inconclusive. Some of the compounds tested, so the mix of outcomes need not match the whole.
# Assay codes – A = HEK293 tox; B = KB-V1 cytotox; C = DRD3 antagonist; D = GLP-1R inv ag; E = aSyn rescue; F = TDP-43 yeast inh; G = GLP1R ag; H = PTHR1 agonist; I = DRD3 agonist
Molecule: Cc1nc2c([nH]c3ccc(Br)cc32)s1
  A = -19%; B = -26%; C = -101*; D = -3%; E = -15%; F = -5%; G = -1%; H = -7%; I = 1

Molecule: CC(C)(C)C(=O)NC1CC2CCCC(C1)N2C(=O)Nc1ccccc1 (stereo unspecified)
  A = 1%; B = 1%; C = -13; D = 13%; E = -6%; F = -2%; G = -6%; H = 3%; I = -2

Molecule: Cc1ccc(N(CC(=O)N2CCc3ccccc3C2)S(C)(=O)=O)cc1
  A = 5%; B = ?; C = -13; D = 2%; E = -1%; F = 28%; G = -4%; H = -4%; I = 2

Molecule: CC(C)OC(=O)CSc1nnc(CNc2ccc(Cl)cc2)n1C
  A = -6%; B = 28%; C = 7; D = 10%; E = 8%; F = 2%; G = 11%; H = -3%; I = 8

Molecule: Cc1ccc(-c2nc3cc(Br)cnc3nc2-c2ccc(C)cc2)cc1
  A = 6%; B = ?; C = 3; D = 4%; E = 7%; F = ?; G = 6%; H = -1%; I = 3

Molecule: COc1ccc(NC(=O)Nc2cccc3c2O[C@H](CN(C)S(=O)(=O)c2cccs2)[C@@H](C)CN([C@H](C)CO)C3=O)cc1
  A = 10%; B = -1%; C = 0; D = -16%; E = 1%; F = -13%; G = -3%; H = -16%; I = -9

Molecule: Cc1ccc(-c2nn(-c3ccccc3)cc2C=O)o1
  A = ?; B = -9%; C = 0; D = -17%; E = 5%; F = -32%[inhibitor]; G = 11%; H = -27%; I = 3

Molecule: CN(CCCCCC(=O)/C=N/O)Cc1ccccc1
  A = -11%; B = 1%; C = -6; D = 7%; E = -7%; F = 21%; G = -2%; H = 2%; I = -6

Molecule: CCOC(=O)c1nnc2c(-c3ccc(F)cc3)c(C)nn2c1N
  A = 0%; B = -12%; C = nt; D = 14%; E = nt; F = 6%; G = 1%; H = -24%; I = -7

Molecule: O=C(NCCc1ccccc1)c1ccc(Cl)c(S(=O)(=O)N2CCOCC2)c1
  A = 9%; B = ?; C = -10; D = ?; E = -7%; F = -1%; G = 6%; H = -94%[inhibitor]; I = 5

Molecule: O=C(CNC1CC1)Nc1cc(C(F)(F)F)ccc1Cl
  A = -12%; B = -10%; C = -21; D = 7%; E = -11%; F = 7%; G = -3%; H = -3%; I = -19

Molecule: O=C(CCl)N(CCc1ccccc1)CCc1ccccc1
  A = -26%; B = ?; C = -20; D = ?; E = 14%; F = ?; G = -5%; H = -19%; I = -4

Molecule: CCCn1cc(S(=O)(=O)c2ccc(OC)cc2)c(=O)c2cc(F)c(N3CCCC(C)C3)cc21 (stereo unspecified)
  A = -6%; B = ?; C = nt; D = ?; E = nt; F = 24%; G = nt; H = i; I = -2

Molecule: Cc1cc(OC(C)C(=O)NCc2cccnc2)c2c(C)c(C)c(=O)oc2c1 (stereo unspecified)
  A = -1%; B = 0%; C = 19; D = 0%; E = -9%; F = -19%; G = 2%; H = i; I = 5

Molecule: CC(OC(=O)CCCCCN=C1NS(=O)(=O)c2ccccc21)C(=O)Nc1cc(Cl)cc(Cl)c1 (stereo unspecified)
  A = ?; B = -4%; C = 10; D = ?; E = 0%; F = 13%; G = -7%; H = -11%; I = -2

# A second format for four compounds above:
# Every second line gives: HEK293 tox | KB-V1 cytotox | DRD3 antagonist | GLP-1R inv ag | aSyn rescue | TDP-43 yeast inh | GLP1R ag | PTHR1 agonist | DRD3 agonist
CCOC(=O)c1nnc2c(-c3ccc(F)cc3)c(C)nn2c1N
    0% | -12% | nt | 14% | nt | 6% | 1% | -24% | -7
O=C(NCCc1ccccc1)c1ccc(Cl)c(S(=O)(=O)N2CCOCC2)c1
    9% | ? | -10 | ? | -7% | -1% | 6% | -94%[inhibitor] | 5
O=C(CNC1CC1)Nc1cc(C(F)(F)F)ccc1Cl
    -12% | -10% | -21 | 7% | -11% | 7% | -3% | -3% | -19
O=C(CCl)N(CCc1ccccc1)CCc1ccccc1
    -26% | ? | -20 | ? | 14% | ? | -5% | -19% | -4

# (list continues)
# Assay codes – A = HEK293 tox; B = KB-V1 cytotox; C = DRD3 antagonist; D = GLP-1R inv ag; E = aSyn rescue; F = TDP-43 yeast inh; G = GLP1R ag; H = PTHR1 agonist; I = DRD3 agonist
Molecule: COc1ccccc1/C=C/C(=O)Nc1cccnc1
  A = -6%; B = -22%; C = -17; D = 6%; E = 1%; F = -5%; G = 3%; H = -10%; I = -5

Molecule: CC#CCC(CC#CC)c1nc2ccccc2c(=O)n1N
  A = -7%; B = 3%; C = 17; D = -27%; E = 5%; F = 21%; G = 7%; H = i; I = -8

Molecule: COC(=O)/C(=C/c1ccc2c(c1)c1ccccc1n2C)NC(=O)c1ccccc1
  A = -5%; B = ?; C = 33; D = 20%; E = -10%; F = -24%; G = 9%; H = -1%; I = 12

Molecule: COc1ccc(Br)cc1C1NC(=O)NC(C)=C1C(=O)N(C)C (stereo unspecified)
  A = 2%; B = 13%; C = 34; D = 78%[activator]; E = nt; F = 1%; G = 7%; H = -18%; I = 0

Molecule: CC(C)N(Cc1nc(-c2ccccc2)no1)C(=O)C(Cl)(Cl)Cl
  A = 5%; B = -28%; C = -5; D = 11µM*; E = 30%; F = 1%[9.22 µM]; G = 11%; H = -36%[inhibitor]; I = 0

Molecule: Cc1nn(CCOc2ccccc2Cl)c(C)c1[N+](=O)[O-]
  A = 2%; B = -7%; C = ?; D = 1%; E = -1%; F = 1%; G = 13%; H = -2%; I = -11

Molecule: O=C(CSc1n[nH]c(=O)n1Cc1ccccc1)Nc1ccc(F)c(F)c1F
  A = -2%; B = 16µM*; C = -18; D = -32%; E = 1%; F = -4%; G = 9%; H = -7%; I = -2

Molecule: CC(Sc1nnc(COc2ccc(Cl)cc2)n1Cc1ccccc1)C(=O)O (stereo unspecified)
  A = 0%[7.66 µM]; B = 1%; C = 9; D = 18%[7.66 µM]; E = 10%; F = 4%; G = 0%; H = i; I = 1

Molecule: COc1cccc(NC(=O)COC(=O)C2CC3CCCC(C2)C3=O)c1 (stereo unspecified)
  A = 18%; B = 18%; C = -9; D = 3%; E = -8%; F = 0%; G = -7%; H = -21%; I = -2

Molecule: C=CCNC(=O)/C(C#N)=C/c1c(N2CCN(c3ccc(OC)cc3)CC2)nc2c(C)cccn2c1=O
  A = -13%; B = -3%; C = 18; D = -17%; E = 6%; F = 12%; G = 28%; H = i; I = 2

Molecule: CCOC(=O)N1CCc2c(sc3c2c(=O)n(Cc2ccccc2)c(=O)n3CC(=O)Nc2cccc(CC)c2)C1
  A = -1%; B = nt; C = nt; D = 9%; E = nt; F = 11%; G = nt; H = -23%; I = -1

Molecule: COc1ccc(CCNC(=O)C2(C)CCC(=O)N2CCC(C)C)cc1OC (stereo unspecified)
  A = 1%; B = -12%; C = 17; D = 0%; E = 1%; F = 14%; G = -4%; H = -13%; I = 8

Molecule: Cc1ccc(/C=C/C(=O)OCC(=O)NCCc2ccc(S(N)(=O)=O)cc2)o1
  A = -1%; B = 6%; C = 5; D = -6%; E = 0%; F = -4%; G = 9%; H = i; I = -5

Molecule: O=C(NCc1ccc(F)cc1)c1cc(C2CCCCN2C(=O)C2CCCCC2)on1 (stereo unspecified)
  A = 3%; B = -4%; C = 2; D = ?; E = 0%; F = ?; G = 7%; H = -13%; I = 0

Molecule: CCCN(CCC)CCCNC(=O)c1cc2c(-c3ccc(OC)c(OC)c3)nn(C)c2s1
  A = -14%&9%; B = ?; C = -92*; D = ?; E = -2%; F = 0%&-3%; G = 21%; H = -15%&-16%; I = -15&-35

Molecule: CCOC(=O)c1cc2c(nc1C)-c1cc(Cl)cc(Cl)c1OC2O (stereo unspecified)
  A = 11%; B = -4%; C = 27; D = 3%; E = -4%; F = -3%; G = 1%; H = i; I = 19

Molecule: CCCOc1ccc(NCC(=O)Nc2ccc(C)cc2C)cc1
  A = -12%; B = ?; C = 28; D = -24%; E = 8%; F = 22%; G = -14%; H = i; I = 4

Molecule: O=C(NCCc1ccc(Cl)cc1)c1ccc(CSCc2ccc(Cl)cc2)o1
  A = -4%; B = nt; C = nt; D = ?; E = nt; F = 14%; G = nt; H = -24%; I = -6

Molecule: Cc1cc(N2C(=O)CC(N3CCN(C(c4ccccc4)c4ccccc4)CC3)C2=O)no1 (stereo unspecified)
  A = 3%; B = 4%; C = -55*; D = ?; E = 10%; F = 12%; G = -17%; H = i; I = -5

Molecule: Cc1ccc2cc(CCNC(=O)c3ccc(S(=O)(=O)N4CCOCC4)cc3)c(=O)[nH]c2c1C
  A = 10%; B = -28%; C = 19; D = -5%; E = 0%; F = 15%; G = -1%; H = -32%; I = 1

Molecule: C=CCn1c(=O)c2c3c(sc2n2c(Nc4ccc(OC)cc4)nnc12)CCCC3
  A = ?; B = ?; C = 6; D = ?; E = -13%; F = 13%; G = 6%; H = -16%[57.5 µM]; I = 2

Molecule: O=C(NCC(c1cccs1)N1CCOCC1)c1cccc(S(=O)(=O)Nc2ccc(F)cc2)c1 (stereo unspecified)
  A = 3%; B = ?; C = 2; D = -14%; E = 0%; F = 11%; G = -6%; H = i; I = -17

Molecule: COc1ccc(-c2cc(-c3ccc(Cl)cc3)n[nH]2)c(O)c1
  A = 3%; B = 4%; C = 10; D = ?; E = -19%; F = ?; G = 8%; H = -24%; I = -1

Molecule: COc1ccccc1NS(=O)(=O)c1cc(NC(=O)c2cccs2)ccc1N1CCCC1
  A = -1%; B = ?; C = -19; D = -28%; E = -48%[inhibitor]; F = 8%; G = 4%; H = i; I = -2

Molecule: CCCOc1ccc(/C=C2/C(=O)ON=C2C)cc1Cl
  A = -19%; B = -5%; C = 15; D = 1%; E = 1%; F = ?; G = -4%; H = i; I = 1
